PLC-beta3 inh: blocks human PLC-beta3 enzyme activity | AID 720704 | 370,000 compounds, 0.18% hits | Purified PLC-beta3, fluorogenic substrate, fluorescence | inhibition, % at 12.2 µM | Q01970; in the data active = inhibition above about 11%;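 note: 0% = median of compound wells on plate and 100% = full blocker control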
ssDAF12 agonist: S. stercoralis DAF-12 activation, primary screen. activation, % at 6.8 µM. 370,000 compounds, 1% hits. HEK293 ssDAF-12/GRIP1 lit1-tk-luc reporter, luminescence; % of 3 µM dafachronic acid response;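 active = activation above the mean over all tested compounds plus 3 SD, cut at about 0.9% in these data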;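 note: 0% = DMSO-only wells and 100% = 3 µM delta7-dafachronic acid wells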
hcDAF-12 act: activators of H. contortus DAF-12 nuclear receptor; HEK293 hcDAF-12 lit1-tk-luc reporter, luminescence; 0% DMSO, 100% Δ7-dafachronic acid; activation, % at 6.8 µM; 370,000 compounds, 1.4% hits;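 active = activation above the mean of all tested compounds plus 3 SD, cut at about 5.5% in these data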;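 note: 100% = response to 3 µM Δ7-dafachronic acid high control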
ADAM17 inh: ADAM17 inhibition, QFRET primary screen; P78536; recombinant ADAM17, EDANS/DABCYL FRET peptide cleavage; inhibition, % at 6.95 µM; 370,000 compounds, 0.83% hits;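 active = inhibition above the mean of compounds lying between control limits plus 3 SD, set per campaign, cut at about 8.5% in these data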;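 note: 0% = DMSO-only wells as the low control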
DAX1 inh-1: inhibitors of human orphan nuclear receptor DAX1 (NR0B1); P51843; HEK293 Gal4-DAX1 luciferase reporter, luminescence; inhibition, % at 6.75 µM; 340,000 compounds, 0.99% hits; AID 504766;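 active = inhibition above the mean over all tested compounds plus 3 SD, cut at about 4.2% in these data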;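 note: 0% = DAX1-transfected cells with DMSO and 100% = empty-vector control cells with DMSO; inhibition shows as a rise in luminescence from relieved DAX1 repression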
Target sequence (P51843 207-470 limits assumed): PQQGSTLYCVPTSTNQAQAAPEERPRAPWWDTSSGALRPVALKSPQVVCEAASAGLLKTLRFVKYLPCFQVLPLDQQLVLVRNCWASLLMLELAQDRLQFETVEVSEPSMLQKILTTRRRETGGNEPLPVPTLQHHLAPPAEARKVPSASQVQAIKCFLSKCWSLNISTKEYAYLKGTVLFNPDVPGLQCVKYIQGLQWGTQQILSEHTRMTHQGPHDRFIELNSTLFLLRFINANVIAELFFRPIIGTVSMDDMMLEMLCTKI
NR1D1 modulator: Rev-erb alpha (human) modulation; P20393; activity, % at 10 µM; AID 1259318; Rev-erbα–FITC-DNA binding, fluorescence polarization, 90 min; 370,000 compounds, 0.79% hits;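 active = activity above about 14%, limit read from the data; passing the limit was not always enough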;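 note: 0% = DMSO wells with 35 nM protein and 100% = DMSO wells with 750 nM protein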
DAX1 inh-2: blocks DAX1 repression of SF-1 activated StAR promoter | HEK293T StAR-luciferase reporter, SF-1/DAX-1 repression relief | inhibition, % at 6.8 µM | 370,000 compounds, 1.1% hits | AID 652010;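 active = inhibition above the mean over all tested compounds plus 3 SD, cut at about 3.6% in these data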;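 note: 0% = DAX-1 cells with DMSO and 100% = cells lacking DAX-1 with DMSO; higher inhibition means more luminescence from relief of DAX-1 repression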
SMARCA2 act: increases SMARCA2 function in MMTV reporter cells | MG213 cells, MMTV-luciferase reporter, dexamethasone, overnight | 370,000 compounds, 1% hits | activation, % at 9.1 µM | AID 652017; in the data active = activation above about 7.8%;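 note: 0% = vehicle wells and 100% = reference activator wells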
PLC-gamma1 inh: inhibitors of human phospholipase C gamma1 | inhibition, % at 12.2 µM | P19174 | purified PLC-gamma1, fluorogenic substrate, fluorescence | 370,000 compounds, 0.84% hits | AID 720700; in the data active = inhibition above about 9.5%
MBD2 inh: MBD2-methylated oligo binding inhibition; inhibition, % at 4.4 µM; Q9UBB5; AID 686964; TR-FRET, MBD2 binding to methylated oligonucleotide; 370,000 compounds, 0.31% hits; in the data active = inhibition above about 13%
Target sequence (Q9UBB5 whole entry, looked up): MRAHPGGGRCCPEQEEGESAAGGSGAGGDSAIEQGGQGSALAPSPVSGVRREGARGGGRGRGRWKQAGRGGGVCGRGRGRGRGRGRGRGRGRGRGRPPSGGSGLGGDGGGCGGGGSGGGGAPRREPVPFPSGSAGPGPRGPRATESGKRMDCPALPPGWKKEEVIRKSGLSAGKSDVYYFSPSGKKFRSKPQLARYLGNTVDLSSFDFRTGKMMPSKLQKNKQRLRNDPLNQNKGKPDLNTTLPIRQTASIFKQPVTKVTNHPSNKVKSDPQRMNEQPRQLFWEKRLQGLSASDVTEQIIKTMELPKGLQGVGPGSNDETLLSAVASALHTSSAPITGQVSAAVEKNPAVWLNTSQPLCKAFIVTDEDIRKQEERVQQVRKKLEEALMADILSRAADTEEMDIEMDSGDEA
hgDAF12 agonist: agonists of H. glycines DAF-12 nuclear receptor; HEK293 GAL4-hgDAF12 UAS-luciferase reporter, agonist luminescence; normalized to butyrate control; activation, % at 6.8 µM; 370,000 compounds, 1.8% hits; AID 687014;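 active = activation above a cutoff set at the mean of all screened compounds plus 3 SD, cut at about 10% in these data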;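 note: 0% = DMSO wells and 100% = sodium butyrate wells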
* marks the source's active call; other numbers are inactive results; i = inactive; nt = no result given; & = joins results of further samples.

Structure	hcDAF-12 act	PLC-gamma1 inh	PLC-beta3 inh	DAX1 inh-1	SMARCA2 act	hgDAF12 agonist	DAX1 inh-2	ssDAF12 agonist	NR1D1 modulator	ADAM17 inh	MBD2 inh
Cc1cccc(NC(=O)CCS(=O)(=O)c2ccc3nc(C)sc3c2)c1	-1.8	-1.4	0.8	nt	0.0	-3.6	0.1	-0.4	6.2	0.1	-3.2
CCCCCCc1cc2cc(S(=O)(=O)c3ccc(C)cc3)c(=O)oc2cc1O	5.1	-78.6	-141.8	-0.6	0.6	3.9	-0.6	-0.1	-12.0	-109.7	-1.3
CCC(Sc1nc2ncccc2[nH]1)C(=O)NC1CCC(C)CC1 (stereo not drawn)	-0.8	3.1	3.4	0.2	2.8	-0.1	0.6	-1.5	1.5	-1.3	-0.7
CCOc1ccc(/C=N/NC(=O)Cc2cccs2)cc1	1.0	-1.1	-0.7	nt	5.7	6.6	0.5	-1.5	-0.6	-3.3	4.6
Cc1ccc2nc(-c3cccc(N)c3)oc2c1	6.4*	-326.5	-361.8	0.1	0.1	14.7*	5.4*	-0.3	-2.1	-147.2	-0.5
O=C(Cc1cn2ccsc2n1)NCCc1ccc(F)cc1	-1.4	-2.1	-1.2	-0.9	0.3	0.8	0.1	-0.7	3.1	2.4	-6.1
CCOCCCN1CN(Cc2ccccc2)CNC1=S	-2.3	3.3	-0.6	-1.6	1.7	0.0	0.0	-1.3	-3.4	-3.6	-0.9
O=[N+]([O-])c1ccc2[nH]c(O)c(N=NC(=S)Nc3cccnc3)c2c1	1.0	1.6	-5.7	0.0	0.5	7.2	0.1	0.0	-9.1	-0.3	-8.7
CCc1ccc(OCC(=O)NCCN(C)C)c(Br)c1	0.1	2.9	-0.5	0.4	0.4	-1.2	0.1	-0.5	2.3	-0.5	-2.6
CC(C)=NNC(=O)C1=NNC(=O)C1	-2.6	-1.4	-2.8	nt	6.9	-1.5	-0.6	-0.8	-5.0	0.4	-7.5
Cc1ccccc1OCC(=O)O/N=C(\N)c1ccncc1	5.5	5.6	1.4	-0.5	1.6	6.6	-0.1	-0.5	6.0	1.1	-6.6
CC(=O)c1ccc(OCCCC(=O)OCC(=O)Nc2c(C)nn(-c3ccccc3)c2C)cc1	1.8	2.7	-6.2	0.7	-3.1	1.8	0.6	-1.6	-2.5	-3.6	2.6
COc1ccc(C(=O)c2c3ccccc3[n+]([O-])n2CCCN)cc1	-0.9&0.8	-24.8&-31.5	-32.7&-35.6	0.1&0.5	0.3&3.3	2.4&4.0	-0.1&0.4	-1.3&0.0	8.4&2.5	-17.5&-18.1	-6.4&4.0
O=C(Nc1ccc2nc3n(c(=O)c2c1)CCCCC3)c1ccccn1	2.4	-0.7	0.0	1.9	8.2*	12.9*	4.8*	-0.2	-8.2	-1.5	2.2
CC1Sc2ccc(S(=O)(=O)CCC(=O)N(C)Cc3ccccc3)cc2NC1=O (stereo not drawn)	-1.2	-1.0	-7.8	-0.1	-1.9	-2.0	-0.7	-1.4	-2.4	-4.8	-2.2
COc1ccc(NC(=O)NCCC2=CCCCC2)cc1	1.6	-0.6	0.3	1.2	4.7	12.5*	1.6	-0.7	1.1	1.9	1.7
CCOC(=O)Nc1ccc2c(COC(=O)C(NS(=O)(=O)c3ccc(Cl)cc3)C(C)O)cc(=O)oc2c1 (stereo not drawn)	-2.4	i	i	-3.1	-0.9	1.1	-0.3	-1.5	-5.8	i	1.3
O=[N+]([O-])c1ccc(N2CCN(CCOc3nonc3-c3ccccc3)CC2)c(Cl)c1	-0.4	0.6	0.1	0.1	-4.3	-0.8	0.5	-0.7	0.2	-4.2	-2.5
Cc1ccc2c(Cl)cc(Cl)c(OCC(=O)OCC(=O)Nc3ccc(C#N)cc3)c2n1	3.3	-1.7	-3.6	-0.3	-0.8	-1.0	-0.1	-1.0	-3.0	-3.1	5.4
CCCCc1ccc(NC(=O)Nc2cnccn2)cc1	-1.4	-0.8	-9.9	-0.4	1.4	1.2	-0.2	-0.8	2.2	-8.2	0.5
Cc1cccc(C(=O)N2CCC[C@H]2C(=O)N2CCC[C@H]2C(=O)NCc2ccncc2)c1	-1.4	0.7	-1.6	nt	-3.5	-2.0	0.6	-0.7	0.2	-2.9	0.7
COc1ccc(C(=O)N/C(=C\c2ccc3c(c2)OCO3)C(=O)NCCc2nc3ccccc3[nH]2)cc1	2.8	-5.6	-6.0	1.4	-0.8	1.6	-0.8	-1.8	-0.8	-2.6	1.1
COc1cccc(-c2cccc3c2NC(=O)C3(C)Cc2ccccc2F)c1 (stereo not drawn)	-0.4	-0.9	0.2	nt	-2.5	-2.8	0.8	-1.1	-3.2	-1.2	1.0
Cn1ncc(N=Cc2c(O)ccc3ccccc23)c1C(=O)N1CCOCC1	0.1	-8.0	-7.1	0.9	1.3	-0.5	-0.7	-0.4	4.1	-5.4	-5.6
O=C(NNC(=O)C12CC3CC(CC(C3)C1)C2)c1ccco1	-1.3	-0.3	2.1	1.3	-3.4	-3.0	-0.3	-0.7	-0.4	-5.2	4.0
Cc1c(C(=O)N2CCOCC2)[nH]c2c1C(=O)CC(c1ccc(Cl)cc1)C2 (stereo not drawn)	-1.7	1.9	-1.8	0.1	1.1	-2.0	-0.6	-1.1	-0.1	-4.1	2.4
O=C(O)c1cc(-c2cccnc2)nc2ccc(Br)cc12	0.8	-0.1	-9.2	0.7	-0.1	-1.2	0.3	-0.9	-4.6	-0.6	3.4
Nc1nonc1-n1nnc(C(=O)N/N=C/c2ccc(OCc3ccccc3)cc2)c1CNc1ccccc1	-0.9	0.8	-4.3	0.5	-0.9	0.9	-0.1	-0.6	-0.3	-0.7	-0.5
Cc1ccc(C(=O)Nc2nc3c(s2)CCCC3)o1	10.8*	-8.7	-15.4	2.4	1.6	13.4*	3.8*	-0.2	-0.6	-0.9	2.0
CC(C)c1ccc(CNC(=O)C2(C)CCCN2C)cc1 (stereo not drawn)	-0.8	1.9	2.1	nt	-1.8	1.0	-0.3	-0.9	4.7	-1.8	4.7
COc1cc(OC)cc(C(=O)NNC(=O)C(=O)Nc2cc(OC)c(Cl)cc2OC)c1	-0.1	-0.8	-5.1	-0.3	1.9	2.7	-0.2	-0.8	-7.0	1.4	-5.3
Cc1ccc(C)c2[nH]c(=O)c(CN(Cc3nnnn3C3CCCCC3)CC3CCCO3)cc12 (stereo not drawn)	0.2	-45.4	-58.4	-0.6	-0.3	1.9	-0.3	-0.8	0.4	-16.4	0.6
C=CCOc1ccc(CN(C)CC(=O)N(CC(C)C)c2c(N)n(CC(C)C)c(=O)[nH]c2=O)cc1	-1.2	-1.0	0.7	0.0	0.0	2.4	0.0	-1.1	5.2	-3.3	4.9
CCC(=N\NC(=O)COc1ccccc1OC)/C(CC)=N/NC(=O)COc1ccccc1OC	-2.5	0.7	-2.9	-0.7	-1.6	1.1	0.0	-1.9	1.5	1.4	-6.9
CCc1cc2c(SCC(=O)Nc3ccc(NC(C)=O)cc3)ncnc2s1	-2.1	1.2	-3.1	0.1	-3.6	1.5	0.9	-1.5	-2.8	2.4	-6.9
COc1cccc(-c2cc(C(F)(F)F)nc(NCc3ccco3)n2)c1	-1.0	-10.4	-16.7	-0.1	2.0	1.6	0.0	-1.1	0.8	-1.6	-2.5
CCOC(=O)C1(C)CCCN(C(=O)c2cc(F)ccc2C)C1 (stereo not drawn)	0.4	4.3	5.7	nt	3.1	-0.9	-0.3	-1.0	-4.1	-0.5	-1.5
Cc1nnc(SCC(=O)N(C)CC(=O)Nc2ccccc2Cl)s1	0.5	-1.9	-3.5	-2.5	0.8	-0.2	0.4	-1.4	0.0	-0.4	0.5
CC1(C)Cc2nc3scc(NC(=O)c4ccccc4)c3cc2CO1	-1.4	-0.1	0.4	nt	-4.1	2.9	0.2	-1.2	1.5	-1.1	4.4
COc1ccc(CC(=O)N/N=C(\C)c2cccs2)cc1OC	-2.9	1.8	-6.1	0.9	-0.9	-0.6	-1.7	-0.7	-1.6	-2.6	3.0
COc1ccccc1NC=C1C(=O)OC2(CCCCC2)OC1=O	-1.9	-7.7	-8.9	-2.3	1.2	2.4	-0.5	-1.0	-1.0	0.5	-2.4
CC(C)CCCC(C)NS(=O)(=O)Cc1ccccc1 (stereo not drawn)	-1.2	0.2	-1.8	0.1	-1.6	-0.9	0.2	-0.8	1.8	-0.7	4.6
Cc1nn(Cc2c(F)c(F)c(F)c(F)c2F)c(C)c1NC(=O)c1c([N+](=O)[O-])c(C)nn1C	-0.9	1.2	-3.3	0.1	0.1	0.9	-0.1	-1.2	-0.5	3.0	1.4
N#C/C(=C\c1ccc(O)c(O)c1)C(=O)Nc1ccccc1	0.4	-6.0	-5.7	0.8	9.8*	-0.8	0.6	-0.9	0.3	0.5	-8.2
O=C(NCCc1ccccc1)C1CCN(S(=O)(=O)N2CCCCC2)CC1	-2.0	3.1	-7.7	-0.3	-3.4	0.0	-0.3	-1.1	2.4	-1.8	3.2
CCOc1ccc(CCNC(=O)COC(=O)CSc2ccccc2C)cc1OCC	0.6	1.3	-11.1	0.4	2.7	0.7	-5.6	-1.2	-5.6	0.9	-2.6
CC(C)=CCCC(C)CN(C)CCc1ccccn1 (stereo not drawn)	-1.2	-0.3	6.7	-0.9	-1.9	0.6	-0.4	-1.6	2.1	-1.7	-4.9
[O-][n+]1c2ccc3nonc3c2nn1-c1ccccc1Cl	1.3	-50.0	-60.2	-1.6	-2.8	-1.7	-0.9	-1.2	-1.1	-18.4	5.7
